CCT modulator: High-Throughput Screening for Modulators of Cytosolic Chaperonin Activity; purified chaperonin ATPase assay, HTRF ADP detection, 30 min; activity change, % (concentration not given with the values), hits read low; 0.3% of 360,000 active; AID 651819, 2012; in the data active = activity change below about -30%; also: % is scaled to controls: 0 for no effect and ±100 for the full control effect
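First, chaperonin was dispensed at 40 nM or 20 nM final depending on batch activity. Next, compounds were pinned at 76 uM and ATP added at 10 uM. After 30 min at 37 °C, ADP detection reagents ran 30 min at ambient temperature.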
PTHR1 agonist: qHTS for PTHR1 Agonists: Primary Screen | 0.075% of 410,000 active | Potency, µM (highest dose often 115 µM), for inactives: at the highest dose activation, actives largely listed as activators | Parathyroid hormone/parathyroid hormone-related peptide receptor (Homo sapiens), Q03431 | HEK293 GP2 PTHR1 cells, GloSensor cAMP luminescence, 1 h | AID 743266, 2014; also: potency is read from the fitted curve at half-maximal effect; nearly all actives have a fitted effect of over 55% in size; some results filed as inactive show a strong effect at the top dose; inactives centre near -15; many of its hits are not listed in these tables
Target sequence (Q03431 whole entry, looked up): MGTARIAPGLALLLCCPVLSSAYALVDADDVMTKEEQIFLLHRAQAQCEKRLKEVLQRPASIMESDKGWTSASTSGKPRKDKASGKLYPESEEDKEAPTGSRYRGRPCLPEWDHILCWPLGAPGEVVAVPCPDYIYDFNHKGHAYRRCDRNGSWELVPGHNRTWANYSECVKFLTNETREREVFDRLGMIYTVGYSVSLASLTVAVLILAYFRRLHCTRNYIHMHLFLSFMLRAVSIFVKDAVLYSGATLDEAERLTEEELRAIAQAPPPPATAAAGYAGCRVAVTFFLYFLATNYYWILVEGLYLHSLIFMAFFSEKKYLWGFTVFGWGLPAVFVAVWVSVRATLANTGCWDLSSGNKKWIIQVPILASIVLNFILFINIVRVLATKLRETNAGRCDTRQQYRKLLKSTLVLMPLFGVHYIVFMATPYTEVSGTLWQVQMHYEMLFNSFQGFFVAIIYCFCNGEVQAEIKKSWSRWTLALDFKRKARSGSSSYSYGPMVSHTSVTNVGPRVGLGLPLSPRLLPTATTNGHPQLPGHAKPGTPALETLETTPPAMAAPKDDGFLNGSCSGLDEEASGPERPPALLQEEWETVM
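HEK-293-derived GP2 cells expressing PTHR1 and a GloSensor cAMP reporter, 3,000/well, plated overnight, given luciferin plus IBMX (each 0.5 mM as added) for 1 h at 37 °C, then compound for 1 h at 37 °C. Luminescence was read after 15 min at room temperature.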
Mm-Cpn inhibitor: Inhibitors of TCP-1 ring complex (TRiC) of Methanococcus maripaludis (MmCpn): qHTS | purified Mm-Cpn ATPase, ADP Transcreener TR-FRET | Potency, µM (series often up to 76.9 µM), for the others: at the highest dose activity, negative = inhibition, hits mostly inhibitors | 0.031% of 330,000 active | AID 504842, 2011; also: potency is read from the fitted curve at half-maximal effect; % is scaled to controls: 0 for no effect and ±100 for the full control effect; nearly all actives have a fitted effect of over 80% in size
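Purified archaeal chaperonin (25 nM final) was preincubated with compound for 10 min at 37°C, then ATP (10 uM final) was added for 30 min at 37°C in Tris pH 7.4/KCl/MgCl2/DTT buffer. ADP was quantified by HTRF Transcreener TR-FRET.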
DRD3 antagonist: qHTS of D3 Dopamine Receptor Antagonist: qHTS; D(3) dopamine receptor (Homo sapiens), P35462; D3R cells, DiscoveRx beta-arrestin luminescence, antagonist mode; hits give low values; max response, negative = inhibition, %; 2.5% of 360,000 active; AID 652054, 2013; in the data active = max response below about -50%; inconclusive = no clear call, values can overlap the other calls; also: % is scaled to controls: 0 for no effect and ±100 for the full control effect; mostly tested at two doses, the higher about 12 µM
Target sequence (P35462 whole entry, looked up): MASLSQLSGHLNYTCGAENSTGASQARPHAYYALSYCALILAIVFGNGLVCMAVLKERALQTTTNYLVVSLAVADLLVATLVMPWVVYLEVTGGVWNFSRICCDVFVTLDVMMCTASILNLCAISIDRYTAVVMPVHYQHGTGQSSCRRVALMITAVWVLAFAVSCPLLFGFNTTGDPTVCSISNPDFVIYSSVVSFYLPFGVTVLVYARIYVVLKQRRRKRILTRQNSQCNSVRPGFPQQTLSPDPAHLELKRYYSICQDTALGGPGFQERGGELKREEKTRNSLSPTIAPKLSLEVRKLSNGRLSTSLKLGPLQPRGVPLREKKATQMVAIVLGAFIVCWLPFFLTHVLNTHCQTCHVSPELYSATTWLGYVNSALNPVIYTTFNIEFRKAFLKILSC
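Cells expressing the human receptor were seeded at 1500 cells/well, incubated overnight at 37 degrees C in 5% CO2, then exposed to library compounds with dopamine controls for 90 minutes at 37 degrees C before luminescent detection.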
Akt phos inh: HTS Assay for Inhibitors of Akt Phophorylation: Primary Screen; Neuro2A IGF-stimulated pAkt S473 HTRF, 20 min; hits give low values; activity change, % for hits at 50 µM; 0.32% of 360,000 active; AID 651550, 2012; in the data active = activity change below about -80%; inconclusive = mostly about -51% to -80%; also: % is scaled to controls: 0 for no effect and ±100 for the full control effect
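Neuro2A cells in DMEM with 0.5% FBS, overnight at 37 deg C, given compound at single 50 µM final, then IGF (6 nM final) for 20 min at 37 deg C. Lysed; phospho-Akt Ser473 by HTRF after 24 h, 665/615 ratio.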
DRD3 agonist: qHTS of D3 Dopamine Receptor Agonist: qHTS; D(3) dopamine receptor (Homo sapiens), P35462; D3R DiscoveRx beta-arrestin cells, luminescence, 90 min; max activation, %; 0.58% of 410,000 active; in the data active = max activation above about 30%; also: 0% is about no effect; mostly tested at two doses, the higher about 12 µM
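Agonist-mode cell screen: cells plated at 1500/well and incubated overnight at 37 °C, then exposed to library compounds for 90 min at 37 °C. Detection reagent was added for 30–60 min at room temperature, and luminescence was read.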
EPAC2 agonist: qHTS for Agonist of cAMP-regulated guanine nucleotide exchange factor 4 (EPAC2): primary screen | Rap guanine nucleotide exchange factor 4 (Homo sapiens), Q8WZA2 | EPAC2 activation, biochemical qHTS; response scale: 100% = 6.5 mM cAMP response | Potency, µM (titrated, usually from 154 µM), for the others: top-dose activation, hits mostly activators | 0.079% of 360,000 active | AID 720711, 2013; also: potency is read from the fitted curve at half-maximal effect; nearly all actives have a fitted effect of over 50% in size
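EPAC2 (100 nM) mixed with Rap1B loaded with BODIPY-GDP (250 nM) plus 50 uM unlabeled GDP; compounds pinned in, 5 min RT, then read every 5 min for 30 min (ex 480, em 540 nm). Normalized to cAMP control.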
EPAC2 antagonist: qHTS for Antagonist of cAMP-regulated guanine nucleotide exchange factor 2 (EPAC2): primary screen; Potency, µM (doses to about 114 µM), for the others: at the top dose activity, negative = inhibition, usual class: inhibitors; AID 720708, 2013; 0.18% of 360,000 active; Rap guanine nucleotide exchange factor 4 (Homo sapiens), Q8WZA2; EPAC2 GEF exchange of Rap1B-BODIPY-GDP, fluorescence; also: potency is read from the fitted curve at half-maximal effect; % is scaled to controls: 0 for no effect and ±100 for the full control effect; nearly all actives have a fitted effect of over 45% in size; many of its hits are not listed in these tables
* marks the source's active call; other numbers are inactive results; i = inactive; u = inconclusive; x = not tested or not shown; & = joins results of further samples; [ ] = dose if it differs, or a comment. Unless noted, calls follow the shape of the dose curve; as a rule, active = well fitted curve in the direction sought with a large enough effect; inconclusive = small, poorly fitted or top-dose-only effect, or another doubt; inactive = no such curve, though single readings can be large; an effect the other way counts as inactive or inconclusive.

SMILES	CCT modulator	PTHR1 agonist	Mm-Cpn inhibitor	DRD3 antagonist	Akt phos inh	DRD3 agonist	EPAC2 agonist	EPAC2 antagonist
Nn1c(SCC(=O)NC(=O)NC2CCCC2)nnc1-c1ccccc1F	-2.1	i	0.8%	6.9	i	3.7	8.5%	-0.4%
CCn1cc(C(=O)NCc2ccc3c(c2)OCO3)c(=O)c2cc(F)c(N3CCN(C)CC3)cc21	-3.8	4.4%[57.5 µM]	x	-70.1*	i	-25.8	1.8%	9.4%
COc1cc(/C=C2\SC(=O)N(c3cccc(Cl)c3)C2=O)cc([N+](=O)[O-])c1O	1.1	-27.4%	-1.3%	-61.8*	i	-28.9	4.6%	u
CCc1nnc(NC(=O)CCC(=O)NC2CCCCCCC2)s1	-2.0	i	0.7%	-17.3	i	2.2	13.2%	3.1%
O=C(COC(=O)CCCOc1ccccc1)NC1CCS(=O)(=O)C1 (stereo not drawn)	-0.2	u	2.5%	2.2	i	-8.2	2.2%	7.0%
COc1ccc(CCNS(=O)(=O)c2cccc([N+](=O)[O-])c2)cc1	-3.2	-9.2%	0.5%	-20.3	i	-9.2	2.7%	-7.1%
Cc1ccc(NC(=O)CN(C)C(=O)c2ccc(COc3ccccc3)cc2)cc1	0.8	-4.7%	-0.6%	3.7	i	0.8	0.4%	-0.6%
Cc1ccc(NC(=O)CSCC(=O)NC2CCCCC2)cc1	-1.6	-25.0%	-3.5%	7.4	i	-14.8	-0.7%	17.9%
C/C(=N\N(c1ccccc1)c1ccccc1)c1ccc(O)cc1	-0.2	-13.7%	2.9%	-8.5	i	-4.1	u	u
COc1cc(/C=C/c2nc3ccccc3c(=O)[nH]2)cc(OC)c1OC	-1.4	i	-3.5%	0.9	i	2.5	-4.8%	-1.2%
C/C(=C\c1ccccc1)C(=O)NCCN1CCOCC1	1.8	i	1.6%	-14.4	i	3.2	1.5%	0.1%
Cc1nc2ccc(NC(=O)N3CCOCC3)cc2s1	-0.7	i	-10.5%	3.3	i	1.5	-6.6%	5.5%
O=C1C(=O)N(c2ccccn2)C(c2cccc([N+](=O)[O-])c2)/C1=C(/O)c1ccc(Br)cc1 (stereo not drawn)	1.5	-38.0%[inhibitor]	-0.5%	-9.5	i	-0.6	1.0%	2.7%
c1ccc(CSc2nnc(Cc3ccccn3)o2)cc1	-1.4	-8.2%	u	-21.4	i	-4.6	13.0%	-0.8%
Cn1c(O)c(N=NC(=O)c2ccco2)c2ccccc21	1.2	-25.6%	-0.1%	7.4	i	6.3	2.9%	-4.5%
CN(CCc1cnn(C)c1)Cc1nc(Cc2ccccc2)no1	-2.0	-2.8%	-3.1%	4.5	i	12.8	-6.4%	-4.2%
COc1c(/C=C2\SC(=Nc3ccccc3Cl)NC2=O)cccc1[N+](=O)[O-]	-0.7	-5.1%	-0.3%	-9.3	i	4.6	-0.1%	u
CC1CC(C)CN(C(=O)C2CCN(S(=O)(=O)c3ccc4c(c3)CC(C)N4C(=O)C3CC3)CC2)C1 (stereo not drawn)	1.8	-2.4%	2.9%	14.0	i	-2.4	-2.2%	-20.4%
CCOC(=O)c1ccc(N2Cc3ccccc3C2=NC(=O)c2cccs2)cc1	-3.7	-89.1%[inhibitor]	-9.7%	0.0	i	0.5	7.3%	-15.9%
O=C(NCCOc1ccccc1)C1CCC(=O)N(CCc2ccc(Cl)cc2)C1 (stereo not drawn)	-2.2	-11.4%	0.9%	-5.0	i	2.2	-2.5%	7.9%
Cc1ncc2c(c1OC(=O)c1ccccc1)COC(C)(C)OC2	-0.1	i	-15.5%	-6.5	i	0.1	-1.1%	8.4%
NC(=O)CCN(Cc1ccccc1)S(=O)(=O)c1ccccc1	-0.2	i	2.5%	22.8	i	1.1	6.6%	0.7%
O=C1CN(c2ccc(Br)cc2)C(=O)N1CC(=O)N1CCCc2ccccc21	-0.6	-7.8%[57.5 µM]	-0.2%	-16.0	i	-9.0	17.2%	-4.3%
c1ccc(-c2cc(-c3nnco3)c3ccccc3n2)nc1	1.5	i	3.6%	-10.3	i	-4.6	10.9%	4.0%
CCCc1ncc(C(O)(c2ccccc2)c2ccc(C)cc2)n1C (stereo not drawn)	-3.7	i	0.3%	-12.2	i	-7.5	-5.9%	5.5%
COc1ccc(S(=O)(=O)N2CCN(c3c(C)cccc3C)CC2)cc1OC	-1.9	i	3.2%	1.4	i	-2.3	12.9%	-5.5%
Cc1nc2ccccn2c1C(=O)CSc1ccccc1	-4.9	-28.2%	0.6%	34.0	i	1.9	2.0%	3.7%
C/C=C(\C)C(=O)N1CC2(CC(c3cccc(NC(=O)COc4ccc(Cl)cc4)c3)=NO2)C[C@@H]1C(N)=O (stereo partly drawn)	0.1	-39.9%[inhibitor]	1.5%	-13.0	i	7.2	-0.1%	7.0%
OCCCNc1ncnc2oc(-c3ccccc3)c(-c3ccccc3)c12	-0.1	-15.1%	-1.2%	24.6	i	28.1	9.3%	u
Cc1ccc(Cc2ccc(C(=O)NNC(N)=S)o2)cc1	0.3	10.4%	-0.2%	-13.6	i	2.6	9.6%	-3.8%
CCCn1c(=NC(=O)CCS(=O)(=O)c2ccccc2)sc2cc(S(N)(=O)=O)ccc21	-1.1	i	-19.0%	-17.0	i	6.8	1.5%	10.0%
COC(=O)[C@H](Cc1ccc(O)cc1)NC(=O)Cn1cnc2c(NCc3ccccc3)ncnc21	-1.8	-19.9%	1.3%	-18.4	i	-0.6	7.9%	9.4%
O=C(Nc1nnc(-c2ccccc2Cl)o1)c1cccnc1	-0.7	-18.4%	-0.5%	-12.6	i	-22.5	9.6%	-2.6%
O=C(c1ccccc1)N1CCN(CCc2ccccn2)CC1	1.2	-3.1%	-0.6%	-24.8	i	-23.0&-16.7	0.4%	13.0%
O=C(c1cccc(C(=O)N(c2ccccn2)C2CCCCC2)c1)N(c1ccccn1)C1CCCCC1	2.6	-26.4%	-0.3%	-54.5*	i	-9.8	-0.6%	2.8%
CCCn1nc(C(=O)OCc2nc(N)nc(Nc3ccccc3C)n2)c2ccccc2c1=O	1.8	-5.7%	-3.1%	68.9	i	31.8*	-0.5%	-4.3%
Cc1ccc(C)c(N2CCN(C(=O)Cn3cccc3)CC2)c1	0.6	-7.8%	-0.8%	23.0	i	0.7	7.0%	14.9%
Cc1ccc(NC(=O)COC(=O)CCC(=O)c2cccs2)c(C)c1	-0.8	-15.1%	-1.8%	-9.5	i	1.0	-2.0%	2.1%
O=C(Nc1ccccc1C(=O)O)c1ccc(NC(=O)C2CCCO2)cc1 (stereo not drawn)	-0.4	-1.2%	-6.6%	9.2	i	-2.1	2.9%	-8.1%
COC(=O)CCSc1cc([N+](=O)[O-])cc2c1c(C1OCCO1)nn2-c1ccccc1	-3.0	i	-0.2%	-8.0	i	-4.3	u	2.0%

By substructure, the compounds so far with a furan ring, fused or not.
SMILES	CCT modulator	PTHR1 agonist	Mm-Cpn inhibitor	DRD3 antagonist	Akt phos inh	DRD3 agonist	EPAC2 agonist	EPAC2 antagonist
Cn1c(O)c(N=NC(=O)c2ccco2)c2ccccc21	1.2	-25.6%	-0.1%	7.4	i	6.3	2.9%	-4.5%
OCCCNc1ncnc2oc(-c3ccccc3)c(-c3ccccc3)c12	-0.1	-15.1%	-1.2%	24.6	i	28.1	9.3%	u
Cc1ccc(Cc2ccc(C(=O)NNC(N)=S)o2)cc1	0.3	10.4%	-0.2%	-13.6	i	2.6	9.6%	-3.8%

(further entries)
SMILES	CCT modulator	PTHR1 agonist	Mm-Cpn inhibitor	DRD3 antagonist	Akt phos inh	DRD3 agonist	EPAC2 agonist	EPAC2 antagonist
CC(=O)c1ccc(OCc2cc(C(=O)N3CC[C@@H]4CCCC[C@H]4C3)no2)cc1	-2.6	-71.5%[inhibitor]	1.5%	-21.5	i	-5.2	13.5%	-17.3%
O=C(NCCCCc1ccccc1)C1CC(c2ccccc2C(F)(F)F)=NO1 (stereo not drawn)	1.6	-14.1%	0.1%	10.7	i	4.7	20.7%	-21.6%
Cn1ncc(Br)c1N1C(=O)CCC1=O	-1.7	i	0.1%	0.5	i	4.6	-1.1%	3.2%
Cc1ccc(OCc2nnc(SCc3nc4ccccc4[nH]3)n2Cc2ccco2)cc1	-4.5	-32.3%[inhibitor]	0.3%	17.5	i	1.8	-1.0%	-7.8%
Nc1ccc(S(=O)(=O)c2ccc(NC(=O)c3cccnc3)cc2)cc1	0.6	-57.3%[inhibitor]	x	-18.7	i	-3.9	-0.2%	-11.0%
COc1cccc(-c2cc(C(=O)Nc3cccnc3)no2)c1	-2.2	-17.1%[57.5 µM]	-4.9%	15.0	i	0.9	-5.8%	5.6%
CC1(C)Cc2ccccc2-c2nnc(-c3cccc(O)c3)n21	-1.6	i	0.3%	5.5	i	-0.2	2.2%	6.4%
COc1ccc(NC(=S)Nc2ccccc2SC)c(OC)c1	0.3	i	1.0%	11.6	i	4.8	3.6%	10.4%
CN(CC(=O)Nc1ccc(S(N)(=O)=O)cc1)Cc1ccccc1F	-1.9	-1.6%	1.3%	u	i	2.7	5.2%	-8.1%
CC(C)(C)n1nnnc1CN(Cc1cccnc1)Cc1ccccc1Cl	-0.4	-8.0%[57.5 µM]	-1.9%	3.8	i	-4.5	-35.7%[inhibitor]	-1.5%
CCOC(=O)NC1CCc2cc(OC)c(OC)c(OC)c2-c2ccc(SC)c(=O)cc21 (stereo not drawn)	0.7	i	x	-17.3	i	-8.3	-3.6%	-2.1%
CCOc1cc(C2C(C(=O)OC(C)C)=C(C)N=C3SCCC(=O)N32)ccc1OC(C)=O (stereo not drawn)	1.8	-3.9%	-2.7%	8.4	i	3.8	-6.6%	-1.7%
COc1ccccc1N1CCN(C2CCC(C)CC2)CC1 (stereo not drawn)	-2.9	-18.9%	-0.3%	-28.3	i	-19.1	7.2%	-1.5%

An excerpt (hit frequency here may not be typical).
